Shn3 3UTR inh – reduction of Shn3 3'UTR firefly luciferase signal, primary screen, Schnurri-3 inhibitor project, cell-based, Clone20 osteoblasts, set 2 | Clone20 osteoblast Shn3 3'UTR firefly luciferase, 24 h | inhibition, % at 12.5 µM | actives 0.52% (n = 360,000);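 active means mean inhibition of at least 75% with every replicate also reaching 75%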;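 further: 0% = median of neutral control wells and 100% = pilot-screen positive control compound; some compounds past the cut are filed as inactive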
HTR2A ag – mouse Htr2a agonists via beta-arrestin recruitment, primary screen, cell-based, luminescence; 5-hydroxytryptamine receptor 2A (Mus musculus), P35363; CHO-K1 mHTR2A beta-arrestin complementation; percent of 30 µM serotonin response; activation, % at 7.6 µM; actives 0.66% (n = 360,000);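 active means activation above a run cutoff, the mean activation of all tested compounds plus 3 SD, cut at about 14% in these data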;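 further: 0% = plate median of compound wells and 100% = 30 µM serotonin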
Target sequence (P35363 whole entry, looked up): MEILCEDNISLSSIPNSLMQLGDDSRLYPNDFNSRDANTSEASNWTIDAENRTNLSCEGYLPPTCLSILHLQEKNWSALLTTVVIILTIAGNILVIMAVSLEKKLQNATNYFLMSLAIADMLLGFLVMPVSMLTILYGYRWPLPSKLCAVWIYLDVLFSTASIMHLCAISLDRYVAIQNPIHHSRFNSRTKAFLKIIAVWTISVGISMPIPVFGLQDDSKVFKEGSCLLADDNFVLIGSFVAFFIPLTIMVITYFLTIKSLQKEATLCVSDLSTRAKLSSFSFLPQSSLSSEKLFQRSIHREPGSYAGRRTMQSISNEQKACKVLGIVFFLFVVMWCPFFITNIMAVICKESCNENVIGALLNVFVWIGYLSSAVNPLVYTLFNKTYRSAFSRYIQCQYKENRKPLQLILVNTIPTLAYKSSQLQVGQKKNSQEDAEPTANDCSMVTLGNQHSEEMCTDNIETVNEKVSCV
Peg3 prom inh – Peg3 promoter-driven luciferase inhibitors, primary screen, cell-based, HeLa, luciferase luminescence; inhibition, % at 20 µM; HeLa PEG-Prom luciferase reporter, overnight; actives 1.7% (n = 360,000); AID 588405, 2011;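 active means inhibition of at least 50% at 20 µM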
NR2E3 ag-1 – NR2E3 agonists in two-hybrid cells, primary screen, cell-based, luminescence, CHO-S, Gal4-NCOR/VP16-NR2E3; actives 0.35% (n = 360,000); inhibition of corepressor binding, % at 3.98 µM; AID 602229, 2012; luciferase; Photoreceptor-specific nuclear receptor (Homo sapiens), Q9Y5X4;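 active means inhibition above the mean of all tested compounds plus 3 SD, cut at about 70% in these data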;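 further: 0% = DMSO with NR2E3 transfected cells and 100% = cells lacking NR2E3 construct; higher means lower luciferase signal from less NR2E3 corepressor binding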
TRPM1 prom inh – inhibitors of MITF-dependent TRPM1 promoter reporter, primary screen, cell-based, SK-MEL-5, single point, luciferase | SK-MEL-5 TRPM1 promoter luciferase, 24 h | inhibition, % at 12.5 µM | actives 0.83% (n = 330,000) | AID 488899, 2010;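 active means mean inhibition across replicates of 60% or more, whatever share of single replicates reaches that level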; further: values of inactives mirror those of a sister screen read the other way
NR2E3 ag-2 – inhibitors of NR2E3-RetCOR corepressor binding, primary screen, NR2E3 agonist project, biochemical, TR-FRET, GST-NR2E3, biotin-RetCOR | 1536-well | inhibition of corepressor binding, % at 4.78 µM | actives 0.12% (n = 320,000) | AID 2300, 2010;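 active means percent inhibition above the cutoff of mean plus 3 SD of all tested compounds, set per screening campaign, cut at about 20% in these data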;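 further: 0% = DMSO wells and 100% = biotin wells as full block of FRET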
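System: GST-tagged NR2E3 plus biotinylated RetCOR corepressor; Amount: 1.35 nM GST-tagged NR2E3 final; Dosing: single nominal compound dose of 4.8 µM; Schedule: 5 h incubation at 4 °C; Technique: TR-FRET with europium anti-GST and streptavidin-D2, 340 nm excitation; Controls: biotin wells as high control, 0.6% DMSO wells as low control.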
Cardio protect – cardioprotection against H2O2-induced cell death, primary screen, uHTS, H9c2 cells, ATPLite luminescence; H9c2 cardiomyocytes, H2O2 injury protection, 2 h; actives 0.63% (n = 360,000); protection from H2O2 cell death, % at 20 µM;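 active means compounds giving at least 50% protection of heart cells from peroxide-induced death in the single-dose screen, raw or plate-pattern-corrected value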;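 further: 0% = DMSO wells with peroxide and 100% = DMSO wells without peroxide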
HIF-2a block – HIF-2a reporter inhibitors, primary screen, luminescence, 786-0 RCC cells | 786-0 RCC cells HIF-2a reporter, luciferase luminescence, overnight | inhibition, % at 18.8 µM | actives 0.72% (n = 360,000);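 active means inhibition of the luminescence signal of 40% or more relative to plate controls, in a single-dose primary screen at 18.75 µM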
PDI inh – inhibitors of human PDI, primary screen, biochemical, turbidity, single point, plate reader; actives 0.052% (n = 350,000); PDI insulin aggregation turbidity, A650, 90 min; Protein disulfide-isomerase (Homo sapiens), P07237; inhibition, % at 10 µM; AID 588391, 2011;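 active means mean inhibition across replicates of 30% or more, whatever share of single replicates reach that level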;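 further: absorbance from insulin aggregation driven by PDI reduction with DTT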
Target sequence (P07237 whole entry, looked up): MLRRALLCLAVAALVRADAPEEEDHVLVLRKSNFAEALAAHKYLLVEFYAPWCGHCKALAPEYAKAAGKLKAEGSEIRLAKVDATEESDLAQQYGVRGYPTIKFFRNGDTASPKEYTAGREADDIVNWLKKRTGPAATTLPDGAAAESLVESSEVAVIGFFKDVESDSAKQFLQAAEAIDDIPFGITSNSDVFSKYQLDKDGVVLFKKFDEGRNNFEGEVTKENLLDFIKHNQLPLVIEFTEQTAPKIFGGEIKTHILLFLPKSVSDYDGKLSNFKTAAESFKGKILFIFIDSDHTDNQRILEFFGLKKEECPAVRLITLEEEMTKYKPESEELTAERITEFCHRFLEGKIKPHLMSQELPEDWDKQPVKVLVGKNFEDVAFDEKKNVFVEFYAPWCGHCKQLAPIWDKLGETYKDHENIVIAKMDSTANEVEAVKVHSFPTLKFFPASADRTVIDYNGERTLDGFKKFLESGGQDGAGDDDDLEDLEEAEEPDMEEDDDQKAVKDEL
iPSC survival up – enhancers of single-cell hiPSC survival, primary screen, ATPlite luminescence | 100% = ROCK inhibitor wells, 0% = DMSO | survival enhancement, % at 20 µM | actives 0.044% (n = 360,000); in the data active means survival enhancement above about 18%;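 further: cells exposed to compounds for 16 hours before the ATP read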
CaV13 ICDI inh – Disruptors of the CACNA1D IQ motif to Ca2+-dependent inactivation inhibitor domain association, primary screening, Förster resonance energy transfer in intact living …; inhibition, % at 12.3 µM; AID 743397; HEK cells, CFP/YFP FRET ICDI-IQ, plate reader, 10 min; percent FRET-ratio fall versus neutral wells; actives 0.098% (n = 340,000);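 active means mean replicate inhibition of at least 30% and at least 1% of replicates passing that level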;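 further: 0% = median of the neutral control wells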
* hit, by the source's call; x = no result given.

molecule	Shn3 3UTR inh	HTR2A ag	Peg3 prom inh	NR2E3 ag-1	TRPM1 prom inh	NR2E3 ag-2	Cardio protect	HIF-2a block	PDI inh	iPSC survival up	CaV13 ICDI inh
Cc1sc2nc(SCc3ccc(C(=O)O)cc3)n(Cc3ccco3)c(=O)c2c1C	5	16*	15	-36	15	3	2	13	19	-0.4	-5
Cc1ccc2c(c1)C1(SC(C)C(=O)N1c1ccc(Cl)cc1)C(=O)N2 (configuration not stated)	-6	-6	25	18	x	x	-6	24	x	-1.2	-9
O=C(OCc1nnc(-c2ccccc2)o1)c1ccc(Cl)cc1	5	0	-12	-28	-5	-2	0	-3	-2	-0.6	-3
C[C@H](CO)N1C[C@H](C)[C@@H](CN(C)C(=O)Nc2ccc(C(F)(F)F)cc2)Oc2c(NS(=O)(=O)c3cccs3)cccc2C1=O	9	2	-10	-13	-7	x	-12	15	-28	-1.4	-3
COc1ccccc1C(c1nnnn1C(C)(C)C)N1CCCCCC1 (configuration not stated)	14	-3	11	-15	14	-1	-3	-20	6	-1.2	x
CC(=O)Oc1ccc(C(=O)Nn2cnnc2)cc1	3	2	-10	0	9	2	4	16	-17	8.9	x
COc1cc(CNCc2ccncc2)ccc1OCC(N)=O	24	-1	10	1	-3	x	6	19	-7	0.7	-3
O=C(CCCn1c(=O)[nH]c2cc(Cl)ccc2c1=O)NCCCN1CCCC1	7	-2	13	-2	5	0	5	3	2	2.1	0
COc1ccccc1NC(=O)c1cc(S(=O)(=O)N2CCOCC2)ccc1Cl	11	4	5	-29	5	-3	-2	10	2	-0.3	4
CCNC(=O)C1(C)CCN(C(=O)c2ccc3ccccc3c2)C1 (configuration not stated)	-6	8	-2	-3	x	x	6	0	-9	1.0	-7
O=C(O)c1c(-c2ccc(Cl)cc2)cn2ccccc12	-89	3	-165	-30	-21	-4	-6	-222	4	-0.1	-3
Cc1ccc(S(=O)(=O)NNC(=O)Nc2ccc(Cl)c(Cl)c2)cc1	9	1	-4	-8	-11	0	-1	1	-2	-0.3	-3
Cc1cc(F)ccc1NC(=S)NC1CCCC1	13	0	3	-30	9	x	-1	5	6	-0.5	-10
Cc1ccc(C(=O)NCc2ccccc2)cc1Br	-12	-2	-56	-21	-20	0	-2	-76	2	-2.6	-5
CCN(CC)C(=O)CCc1nnc(CCc2c[nH]c3ccccc23)o1	5	2	-8	-22	-5	1	8	-2	4	2.6	-20
COc1ccc2c(c1)c1nc3ccccc3nc1n2Cc1ccc(OC)c(OC)c1	-13	-8	19	-24	5	1	1	-12	3	-1.2	-7
CCCC1CCC(c2ccc(C(N)=O)cc2)CC1 (configuration not stated)	-5	8	-3	-3	4	7	-5	4	-13	-0.1	x
COCCN(CC(=O)Nc1ccccc1C(F)(F)F)C(=O)/C=C/c1ccc2ccccc2n1	-10	1	-9	-12	16	3	-1	-4	-2	-0.1	-6
O=C(CCN1C(=O)c2ccccc2C1=O)NC(=S)Nc1ccccc1	11	-1	1	-8	4	0	1	-12	2	2.6	-4
O=[N+]([O-])c1ccc(-c2cnc[nH]2)cc1	-18	-1	-21	0	x	0	3	-25	-9	0.7	-17
CC1CCN(c2nnc(N)s2)CC1	24	5	-8	-24	-13	x	4	-20	-5	1.6	-10
CC(C)CC(NC(=O)OC(C)(C)C)c1cn([C@@H](Cc2cc3ccccc3[nH]2)C(=O)N2CCN(C(=O)OC(C)(C)C)CC2)nn1 (some centres not stated)	28	-1	7	1	15	-2	4	10	5	-0.7	-9
COC(=O)CCC(=O)NN1C(=O)c2ccccc2C1=O	-3	0	6	-12	-3	4	-2	21	-1	0.2	-1
COc1ccc(N2CCN(c3oc(COc4ccc(Cl)cc4Cl)nc3C#N)CC2)cc1	15	3	-18	-11	-27	0	-2	-96	-4	-3.4	x
CCOC(=O)CNC(=O)CSc1nc2ncc(Br)cc2[nH]1	7	1	8	-7	9	3	8	15	-1	0.9	-2
COc1ccc(Cl)cc1NC(=O)CN(C)C(=O)Cc1n[nH]c(=O)c2ccccc12	7	-13	-12	10	-8	-3	100*	17	-6	0.0	-6
COc1cccc(NC(=O)C(=O)NCc2ccncc2)c1	-49	4	-194	-60	-76	-4	6	-205	1	0.1	-5
Cc1cc(C)nc(/N=C2\NC(=O)CC(C(=O)O)N2c2ccc(Oc3ccccc3)cc2)n1 (configuration not stated)	0	2	3	-11	-5	1	-5	10	-41	-2.7	-11
CCOC(=O)C/C(C)=N/NC(=O)c1cccs1	-5	6	-3	-115	22	0	6	-45	-3	-2.3	-6
CCCNC(=O)CN(Cc1ccco1)S(=O)(=O)c1ccc(OCC)cc1	0	-2	2	-6	-1	-3	8	15	5	1.0	-5
CC(=O)Nc1ccc2nc(-c3cccnc3)[nH]c2c1	-6	-2	-1	-6	6	2	-7	8	23	-3.4	x
O=C(N/N=C/c1cccc(OC(=O)c2ccccc2Cl)c1)c1cccnc1	-18	-1	-121	-4	-17	5	37	-107	7	0.4	x
CCOc1cccc(/C=C/c2cc(C(=O)O)c3ccccc3n2)c1OC	-21	1	-165	-99	-14	-3	-20	-140	-6	-0.5	-3
CCCCn1c(N)c(N(CCC(C)C)C(=O)COC(=O)c2ccco2)c(=O)[nH]c1=O	2	6	2	-19	7	-1	-8	19	-1	-1.2	x
CCN(CC)S(=O)(=O)c1ccc2[nH]c(=O)cc(C(=O)NCc3ccccc3)c2c1	-20	10	32	19	5	0	-6	8	-1	-0.4	-4
COc1ccc(NC(=O)Cn2nnc(C(=O)NCc3ccccc3)c2N)cc1Cl	21	0	12	-17	7	-3	-2	18	0	0.9	-3
CC1CCN(c2ccc(C(=O)Nc3nnc(C4CC4)s3)cc2[N+](=O)[O-])CC1	-13	-1	-29	-3	10	7	16	-25	7	-2.4	6
COC(=O)c1cc(NCc2ccccc2F)ccc1N1CCOCC1	4	0	17	20	-11	-1	-2	8	13	3.6	x
COc1ccc(-c2nnc(SCC(=O)NC3CCCCC3)n2N)cc1	-1	-6	-18	16	18	x	-3	-14	2	-0.3	-15
O=C(Oc1ccc(Cl)c2cccnc12)c1cccc([N+](=O)[O-])c1	55	-5	18	-17	19	1	64*	-1	-1	1.8	-3
COC(=O)COc1ccc(/C=N/NC(=O)CN(c2ccccc2OC)S(=O)(=O)c2ccccc2)cc1	-15	-2	18	-16	8	2	-22	57*	-5	0.2	-3
Cc1cc(C)n(-c2ccc([N+](=O)[O-])cc2)n1	-1	-4	107*	17	1	5	0	-2	3	-3.0	5
CC(/C=N/NC(=O)c1ccccc1F)c1ccccc1 (configuration not stated)	-11	-2	-2	-101	9	-1	2	0	0	-0.6	2
CSc1ccc(C(=O)C2CCCN(C(=O)c3cc4cc(F)ccc4[nH]3)C2)cc1 (configuration not stated)	-8	0	-26	-12	25	1	-11	-59	-5	-1.6	0
C=CCOc1cccc(C(=O)N2CCCC(CNS(=O)(=O)c3cccs3)C2)c1 (configuration not stated)	-27	-2	-9	24	2	0	4	10	7	-1.2	-5
O=C1C(Cl)=C(N2CCN(c3ccccc3[N+](=O)[O-])CC2)C(=O)c2ccccc21	96*	4	101*	-22	27	0	-7	23	-39	-5.4	-3
Cc1cn([C@H]2C[C@H](O)[C@@H](/C=C/C(=O)NCc3cccc4ccccc34)O2)c(=O)[nH]c1=O	-19	1	9	-3	x	x	8	18	x	-3.7	-7
Cc1cc(C)nc(SCc2ccc(C(=O)N/N=C/c3cccc(O)c3O)cc2)n1	84	1	48	-10	42	-1	42	-11	14	1.7	-5
O=C(CSc1nnnn1-c1ccccc1)NCC1(N2CCOCC2)CCCCC1	5	8	27	-2	4	5	5	8	-6	-0.4	-4
Cc1ccccc1Cn1nc(C)c(NC(=O)c2sc3ccccc3c2Cl)c1C	23	-1	34	15	-4	3	-28	-10	-7	-2.3	-2

Following part.
molecule	Shn3 3UTR inh	HTR2A ag	Peg3 prom inh	NR2E3 ag-1	TRPM1 prom inh	NR2E3 ag-2	Cardio protect	HIF-2a block	PDI inh	iPSC survival up	CaV13 ICDI inh
CN(C)c1nc(N)nc(CSc2n[nH]c(-c3ccccc3)n2)n1	-24	2	-22	12	0	-3	8	-5	0	-1.4	-4
CCCCn1c(N)c(N(Cc2ccccc2OC)C(=O)c2cc(CC)c(C)s2)c(=O)[nH]c1=O	0	2	-7	22	7	3	18	18	-2	-1.2	-2
O=C(NCc1cccnc1)C12CC3CC(CC(C3)C1)C2	12	1	-11	-9	-7	0	5	21	-13	1.0	-4
CCn1nc(NC(=O)C2CCCO2)c2cc3cccc(C)c3nc21 (configuration not stated)	4	-3	13	7	x	2	3	0	-2	0.2	-18
CC(=O)Nc1ccc(C(=O)CSc2nnnn2C(C)C)cc1	-6	2	-95	-27	-36	1	4	-85	-4	-0.1	x
Cc1ccc(SCc2[nH]nc3c2C(c2ccc(C)o2)C(C#N)=C(N)O3)cc1 (configuration not stated)	-13	-5	40	-15	-10	3	7	6	4	1.5	-7
CCOC(=O)C1CCN(C(=O)CCn2c(=O)oc3ccccc32)CC1	-11	1	11	12	x	x	7	6	-2	-1.3	-9
CCNC(=O)C1(C)CCN(C(=O)c2cccc(OC(F)(F)F)c2)C1 (configuration not stated)	5	0	-5	2	x	x	4	13	4	3.7	-12
O=C(c1ccccc1Oc1ccccc1)N1CCN(c2ccc(F)cc2)CC1	23	-3	8	-15	-7	-1	-7	17	3	0.3	x
CCOc1ccc(/C=C/c2c([N+](=O)[O-])c(=O)n(C)c(=O)n2C)cc1	-17	3	4	-5	16	1	-1	25	1	-1.0	-2
COCCCNC(=O)CCn1c(=O)c2ccccc2n(CC(=O)Nc2cc(Cl)ccc2C)c1=O	16	5	-11	-23	2	0	19	8	10	6.9	-5
CCNc1nc(NCC)nc(N/N=C/c2ccc(OC)cc2)n1	16	-2	16	-5	x	1	5	18	-2	0.4	-3
COc1cccc(CNC(=O)COC(=O)C23CC4CC(CC(Cl)(C4)C2)C3)c1	-20	-1	-6	-25	14	x	-2	11	3	-3.2	-5
CCN(CC)CCNC(=O)Cn1cnc2sc(C)c(S(=O)(=O)N3CCN(c4ccccc4OC)CC3)c2c1=O	-4	-7	-6	-25	-16	3	1	9	4	-0.4	-4
CC(C)(C)CN1C(=O)C(=O)NC[C@H]1Cc1cccc2ccccc12	0	2	2	-12	-6	2	1	7	0	3.9	-10

Source: PubChem (several laboratories)
